IDE inh = human IDE inhibitors in live cells, primary screen, fluorescence polarization, HEK cells, FAbetaB substrate. Insulin-degrading enzyme (Homo sapiens), P14735. FAbetaB cleavage. inhibition, % at 5.59 µM. hit rate 0.41% among 320,000. AID 434962, 2010;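 active means percent inhibition above the average of all tested compounds plus 3 SD, set per screening campaign, cut at about 16% in these data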;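 further: IDE supplied by intact live HEK cells; FP after avidin binding of uncleaved biotin substrate so inhibition keeps polarization high; 0% = DMSO wells and 100% = 60 µM reference IDE inhibitor Ii1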
Target sequence (P14735 whole entry, looked up): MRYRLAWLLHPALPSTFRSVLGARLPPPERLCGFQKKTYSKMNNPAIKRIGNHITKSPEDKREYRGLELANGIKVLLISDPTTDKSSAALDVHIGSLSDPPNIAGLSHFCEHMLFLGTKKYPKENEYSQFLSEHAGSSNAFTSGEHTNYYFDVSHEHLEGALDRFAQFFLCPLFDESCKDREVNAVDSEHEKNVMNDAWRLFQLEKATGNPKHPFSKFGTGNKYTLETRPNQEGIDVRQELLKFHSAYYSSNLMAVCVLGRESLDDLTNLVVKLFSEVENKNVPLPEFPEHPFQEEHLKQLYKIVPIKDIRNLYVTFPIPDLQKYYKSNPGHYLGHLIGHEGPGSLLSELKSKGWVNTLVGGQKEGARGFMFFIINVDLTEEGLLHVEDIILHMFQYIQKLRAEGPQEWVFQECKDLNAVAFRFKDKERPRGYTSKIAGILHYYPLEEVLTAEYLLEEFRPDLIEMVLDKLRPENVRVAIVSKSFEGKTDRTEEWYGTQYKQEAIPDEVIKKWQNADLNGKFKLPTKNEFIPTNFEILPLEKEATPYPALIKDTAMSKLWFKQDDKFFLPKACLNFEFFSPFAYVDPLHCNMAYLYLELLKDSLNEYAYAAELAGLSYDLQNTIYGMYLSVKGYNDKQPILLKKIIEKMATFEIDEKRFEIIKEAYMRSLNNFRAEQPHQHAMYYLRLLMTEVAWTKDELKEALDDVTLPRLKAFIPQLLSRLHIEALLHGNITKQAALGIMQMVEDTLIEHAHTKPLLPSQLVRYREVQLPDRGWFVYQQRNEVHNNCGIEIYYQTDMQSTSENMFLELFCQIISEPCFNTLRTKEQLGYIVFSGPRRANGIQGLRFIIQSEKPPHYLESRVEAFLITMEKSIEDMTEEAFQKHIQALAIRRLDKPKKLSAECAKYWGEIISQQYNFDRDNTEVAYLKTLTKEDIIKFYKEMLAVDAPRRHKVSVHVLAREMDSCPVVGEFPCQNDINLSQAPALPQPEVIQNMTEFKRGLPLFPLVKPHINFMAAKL
CHRM5 PAM = human M5 muscarinic receptor positive allosteric modulators, primary screen, CHO-K1 cells, Fluo-8 calcium fluorescence; Muscarinic acetylcholine receptor M5 (Homo sapiens), P08912; CHO-K1 hM5, ACh EC20 PAM; 0% = ACh EC20, 100% = ACh EC100; activation, % at 3 µM; hit rate 0.3% among 360,000; AID 624038, 2012;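 active means activation above the run cutoff, the mean activation of all test compounds plus 3 SD, cut at about 18% in these data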
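System: CHO-K1 cell line with stable human muscarinic M5 receptor expression | Also added: EC20 acetylcholine as agonist stimulus | Compound: One concentration, 3 µM final (nominal) | Timing: Fluo-8 loading 80 min at 37 °C plus 30 min room temperature | Measured by: Fluo-8 calcium dye fluorescence, kinetic read | Read-out basis: % activation, ACh-normalized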
M4 antag = human M4 muscarinic receptor antagonists, primary screen, CHO cells, Fluo-8 calcium fluorescence | Muscarinic acetylcholine receptor M4 (Homo sapiens), P08173 | CHO-hM4 cells, ACh EC80 | inhibition, % at 3 µM | hit rate 0.73% among 360,000 | AID 624125, 2012;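 active means inhibition above its plate's cutoff, the mean inhibition of sample wells plus 3 SD, cut at about 27% in these data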;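 further: 0% = acetylcholine EC80 with DMSO and 100% = DMSO without agonist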
CHRM4 PAM = human M4 muscarinic receptor positive allosteric modulators, primary screen, CHO-K1 cells, Fluo-8 calcium fluorescence | Muscarinic acetylcholine receptor M4 (Homo sapiens), P08173 | CHO-K1 hM4/Gqi5, ACh EC20; 0% = ACh EC20, 100% = maximal ACh | activation, % at 3 µM | hit rate 0.4% among 360,000;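 active means activation above its plate's cutoff, the mean activation of sample wells plus 3 SD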; further: some results filed as inactive read as strong as hits
M5 ag = human M5 muscarinic receptor agonists, primary screen, CHO-K1 cells, Fluo-8 calcium fluorescence; CHO-K1 hM5 cells; 0% DMSO wells, 100% maximal acetylcholine response; activation, % at 3 µM; hit rate 0.19% among 360,000;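 active means activation above the run's mean over test compounds plus 3 SD, cut at about 23% in these data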;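 further: signal is peak over basal fluorescence ratio across the kinetic read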
CRFR2-BP antag = antagonists of CRF-BP/CRF-R2 complex, primary screen, cell-based, HEK293, calcium dye fluorescence, uHTS. CRF-induced calcium fluorescence. inhibition, % at 11.8 µM. hit rate 0.59% among 350,000. AID 588475, 2011;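 active means inhibition of the ligand-induced calcium signal above about 50% at the single tested concentration, limit read from the data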
CRFR2-BP ag = agonists of CRF-BP/CRF-R2 complex, primary screen, cell-based, HEK293, calcium dye fluorescence, uHTS. activation, % at 13.2 µM. hit rate 0.46% among 350,000. calcium dye fluorescence (FLIPR); percent of saturating CRF peptide response;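 active means activation of at least 50%, plus an integration ratio under a set limit after plate pattern correction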;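 further: plate controls were neutral control wells without compound for no effect and CRF at EC100 for full effect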
M4 ag = human M4 muscarinic receptor agonists, primary screen, CHO-K1 cells, Fluo-8 calcium fluorescence | activation, % at 3 µM | CHO-K1 hM4/Gqi5; vehicle 0%, full acetylcholine response 100% | hit rate 0.14% among 360,000;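 active means activation above the run mean over all test wells plus 3 SD, cut at about 32% in these data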;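 further: peak over basal fluorescence ratio per well then scaled between controls; 0% = DMSO wells and 100% = acetylcholine at EC100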
CHRM5 antagonist = human M5 muscarinic receptor antagonists, primary screen, CHO cells, Fluo-8 calcium fluorescence; Muscarinic acetylcholine receptor M5 (Homo sapiens), P08912; CHO-hM5 cells, ACh EC80; inhibition, % at 3 µM; hit rate 0.59% among 360,000; AID 624040, 2012;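 active means inhibition above a per-plate cutoff, the mean of that plate's test compounds plus 3 SD, cut at about 27% in these data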;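 further: 0% = acetylcholine EC80 with DMSO and 100% = DMSO without agonist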
* marks the source's active call; other numbers are inactive results. No enrichment for hits (roughly 2.9% active in at least one column).

`O=C(CCc1nnc(CCCCc2ccccc2)o1)N1CCCCC1CCO` (stereo not given) gave IDE inh 9, CHRM5 PAM 4, M4 antag 5, CHRM4 PAM 4, M5 ag -3, CRFR2-BP antag 0, CRFR2-BP ag -0.7, M4 ag 3 and CHRM5 antagonist -1.
`Cc1cc(OCCCC(=O)N2CCCCC2)cc(C)c1Cl` gave IDE inh 1, CHRM5 PAM -7, M4 antag 0, CHRM4 PAM 6, M5 ag -3, CRFR2-BP antag 10, CRFR2-BP ag 1.8, M4 ag 2 and CHRM5 antagonist 10.
`C#CCOCCOCCOCCNc1nc(N2CCN(C(=O)[C@H](C)n3cc(CCC(=O)O)nn3)CC2)nc(N2CCN(C(=O)[C@H](Cc3ccc(O)cc3)n3cc(CCO)nn3)CC2)n1` gave CHRM5 PAM 2, M4 antag -4, CHRM4 PAM 11, M5 ag -1, CRFR2-BP antag 3, CRFR2-BP ag -3.1, M4 ag 0 and CHRM5 antagonist 14.
`COc1cccc(N(CC(=O)NCC2CCCO2)C(=O)CCC(=O)Nc2nccs2)c1` (stereo not given) gave IDE inh 3, CHRM5 PAM 5, M4 antag 1, CHRM4 PAM 2, M5 ag -1, CRFR2-BP antag -3, CRFR2-BP ag 0.2, M4 ag 0 and CHRM5 antagonist -3.
COCCNC(=O)Cn1c(=O)n(CCC(=O)NCCc2ccccc2)c(=O)c2ccccc21 was read as IDE inh 5, CHRM5 PAM -3, M4 antag -6, CHRM4 PAM -1, M5 ag -1, CRFR2-BP antag 2, CRFR2-BP ag -1.1, M4 ag 2 and CHRM5 antagonist -2.
Screening CC(=O)c1ccc(N(C(=O)CNC(=O)c2ccco2)C(C(=O)NC2CCCC2)c2ccco2)cc1 (stereo not given) returned IDE inh -4, CHRM5 PAM 4, M4 antag 2, CHRM4 PAM 7, M5 ag -4, CRFR2-BP antag -8, CRFR2-BP ag 1.7, M4 ag 2 and CHRM5 antagonist 6.
COc1cc(/C=N/O)cc(Cl)c1OC was read as IDE inh -3, CHRM5 PAM 2, M4 antag 10, CHRM4 PAM -2, M5 ag -3, CRFR2-BP antag -33, CRFR2-BP ag 26, M4 ag -1 and CHRM5 antagonist 3.
For CNC(=O)CSCCn1c(SCC(=O)NC)nc2ccccc2c1=O the results were IDE inh -2, CHRM5 PAM 2, M4 antag 10, CHRM4 PAM 12, M5 ag -2, CRFR2-BP antag 4, CRFR2-BP ag 0.1, M4 ag 1 and CHRM5 antagonist -9.
`CC1CN(C(=O)c2cccc(S(=O)(=O)N3CCOCC3)c2)CC(C)O1` (stereo not given) gave IDE inh 5, CHRM5 PAM -4, M4 antag 5, CHRM4 PAM -8, M5 ag 2, CRFR2-BP antag 9, CRFR2-BP ag -1.5, M4 ag 0 and CHRM5 antagonist 6.
O=C(CSc1ncccc1-c1nc2ccccc2[nH]1)Nc1ccc2c(c1)OCCO2 was read as IDE inh 5, CHRM5 PAM -2, M4 antag 17, CHRM4 PAM -1, M5 ag -3, CRFR2-BP antag 5, CRFR2-BP ag -1.4, M4 ag 1 and CHRM5 antagonist 0.
Cc1ccc(C2CC(c3cccs3)=NN2C(=O)c2ccco2)o1 (stereo not given) was read as IDE inh 3, CHRM5 PAM -3, M4 antag 0, CHRM4 PAM -7, M5 ag -3, CRFR2-BP antag 11, CRFR2-BP ag -0.9, M4 ag -1 and CHRM5 antagonist -12.
`COc1ccc(C2=CN3CCCCC3CC2=O)cc1OC` (stereo not given) gave IDE inh -3, CHRM5 PAM 2, M4 antag 7, CHRM4 PAM 1, M5 ag 2, CRFR2-BP antag 3, CRFR2-BP ag 0.9, M4 ag 1 and CHRM5 antagonist 10.
`Cc1ccccc1NS(=O)(=O)c1cc(C(=O)NCCC2=CCCCC2)ccc1C` gave IDE inh -5, CHRM5 PAM -9, M4 antag 8, CHRM4 PAM -5, M5 ag -2, CRFR2-BP antag -20, CRFR2-BP ag -1.6, M4 ag 7 and CHRM5 antagonist -4.
CSc1nnnn1-c1ccc(C(=O)OCC(=O)N2CCOCC2)cc1 was read as IDE inh -2, CHRM5 PAM -2, M4 antag 9, CHRM4 PAM 1, M5 ag 2, CRFR2-BP antag 7, CRFR2-BP ag -0.7, M4 ag 2 and CHRM5 antagonist 1.
`Cc1nc2cc(NC(=O)N3CCN(c4ccccn4)CC3)ccc2o1` gave IDE inh 1, CHRM5 PAM -3, M4 antag 5, CHRM4 PAM -4, M5 ag 1, CRFR2-BP antag -32, CRFR2-BP ag 2.5, M4 ag 1 and CHRM5 antagonist -2.
Screening COc1ccc(-n2c(SCC(=O)c3c(N)n(C)c(=O)n(C)c3=O)nc3ccccc32)cc1 returned IDE inh 4, CHRM5 PAM 4, M4 antag 6, CHRM4 PAM 3, M5 ag 1, CRFR2-BP antag 13, CRFR2-BP ag 0.5, M4 ag 1 and CHRM5 antagonist 3.
Screening O=C(CN(c1cccc(Cl)c1)S(=O)(=O)c1ccc(Cl)cc1)N1CCc2ccccc2C1 returned IDE inh 3, CHRM5 PAM 5, M4 antag -5, CHRM4 PAM 0, M5 ag -4, CRFR2-BP antag 0, CRFR2-BP ag 1.7, M4 ag 13 and CHRM5 antagonist 4.
`Cc1occc1C(=O)N/N=C/C(Br)=C/c1ccccc1` gave IDE inh 7, CHRM5 PAM -9, M4 antag 2, CHRM4 PAM -10, M5 ag 3, CRFR2-BP antag -14, CRFR2-BP ag -0.9, M4 ag 8 and CHRM5 antagonist 6.
For COc1ccc(C(=O)/C=C/N2CCCCC2)cc1OC the results were IDE inh 1, CHRM5 PAM -3, M4 antag -6, CHRM4 PAM 8, M5 ag 2, CRFR2-BP antag 15, CRFR2-BP ag -0.1, M4 ag 4 and CHRM5 antagonist 5.
CCC1(c2ccccc2)NC(=O)N(CC(=O)Nc2cc(S(=O)(=O)N3CCOCC3)ccc2OC(C)C)C1=O (stereo not given) was read as IDE inh 9, CHRM5 PAM -1, M4 antag -14, CHRM4 PAM 5, M5 ag 1, CRFR2-BP antag -15, CRFR2-BP ag -0.6, M4 ag 2 and CHRM5 antagonist -1.
For Cc1ccc(/C=N/NC(=O)c2nnn(-c3nonc3N)c2-c2cccs2)cc1 the results were IDE inh -8, CHRM5 PAM 13, M4 antag -1, CHRM4 PAM 10, M5 ag 30*, CRFR2-BP antag -144, CRFR2-BP ag 35, M4 ag 10 and CHRM5 antagonist 2.
Screening NC(=O)CC(NC(=O)Cc1cccc2ccccc12)c1ccc(NCCN2CCCC2)c([N+](=O)[O-])c1 (stereo not given) returned IDE inh -1, CHRM5 PAM 5, M4 antag -11, CHRM4 PAM 6, M5 ag -6, CRFR2-BP antag 1, CRFR2-BP ag -0.8, M4 ag 2 and CHRM5 antagonist -1.
CCN(CC)CCn1c2c(c(SCC(=O)Nc3ccccc3Cl)nc1=O)CCC2 was read as IDE inh 0, CHRM5 PAM 10, M4 antag -2, CHRM4 PAM 20, M5 ag -6, CRFR2-BP antag 11, CRFR2-BP ag -2.0, M4 ag 0 and CHRM5 antagonist 0.
Screening CS(=O)(=O)c1ccc(C(=O)NCCN2C(=O)S/C(=C\c3cccnc3)C2=O)cc1[N+](=O)[O-] returned IDE inh 3, CHRM5 PAM -5, M4 antag 1, CHRM4 PAM -13, M5 ag -1, CRFR2-BP antag -14, CRFR2-BP ag -0.6, M4 ag 4 and CHRM5 antagonist 1.
`O=C(C1CC1)N1N=C(c2cccc(Br)c2)CC1(O)C(F)(F)F` (stereo not given) gave IDE inh 3, CHRM5 PAM -9, M4 antag -7, CHRM4 PAM -11, M5 ag -11, CRFR2-BP antag -8, CRFR2-BP ag -3.2, M4 ag -2 and CHRM5 antagonist 6.
`Cc1cc(OCc2cc(C(=O)N3CCN(CC4CC4)CC3)no2)cc(C)c1Cl` gave IDE inh 14, CHRM5 PAM -8, M4 antag -6, CHRM4 PAM -8, M5 ag -5, CRFR2-BP antag -4, CRFR2-BP ag 2.8, M4 ag 6 and CHRM5 antagonist -3.
For O=C(c1cccc([N+](=O)[O-])c1)N1CCN(Cc2ccc3c(c2)OCO3)CC1 the results were IDE inh 4, CHRM5 PAM 3, M4 antag -5, CHRM4 PAM 0, M5 ag 2, CRFR2-BP antag 8, CRFR2-BP ag -2.3, M4 ag 2 and CHRM5 antagonist -16.
`CN(C)CCN1CCN(C2CN(Cc3cn(Cc4ccccc4C(F)(F)F)nn3)S(=O)(=O)C2)CC1` (stereo not given) gave CHRM5 PAM 4, M4 antag 3, CHRM4 PAM 4, M5 ag 1, M4 ag 1 and CHRM5 antagonist 4.
Screening CC1CCN(C(C)C(=O)Nc2ccc(S(=O)(=O)N3CCCC3)cc2)CC1 (stereo not given) returned IDE inh 7, CHRM5 PAM -38, M4 antag 78*, CHRM4 PAM -16, M5 ag -10, CRFR2-BP antag -5, CRFR2-BP ag -0.2, M4 ag 2 and CHRM5 antagonist 14.
OC(c1ccccn1)c1c[nH]c2ccccc12 (stereo not given) was read as IDE inh -2, CHRM5 PAM 8, M4 antag -2, CHRM4 PAM 20, M5 ag 0, CRFR2-BP antag 5, CRFR2-BP ag 1.7, M4 ag 1 and CHRM5 antagonist 0.
CC(C)(NO)/C(=N/O)c1cccs1 was read as IDE inh 1, CHRM5 PAM 4, M4 antag -3, CHRM4 PAM 13, M5 ag -2, CRFR2-BP antag -14, CRFR2-BP ag -0.3, M4 ag 1 and CHRM5 antagonist -3.

Four records drawn at random from the list so far, as already listed:
Screening CC(=O)c1ccc(N(C(=O)CNC(=O)c2ccco2)C(C(=O)NC2CCCC2)c2ccco2)cc1 (stereo not given) returned IDE inh -4, CHRM5 PAM 4, M4 antag 2, CHRM4 PAM 7, M5 ag -4, CRFR2-BP antag -8, CRFR2-BP ag 1.7, M4 ag 2 and CHRM5 antagonist 6.
Cc1ccc(C2CC(c3cccs3)=NN2C(=O)c2ccco2)o1 (stereo not given) was read as IDE inh 3, CHRM5 PAM -3, M4 antag 0, CHRM4 PAM -7, M5 ag -3, CRFR2-BP antag 11, CRFR2-BP ag -0.9, M4 ag -1 and CHRM5 antagonist -12.
`CN(C)CCN1CCN(C2CN(Cc3cn(Cc4ccccc4C(F)(F)F)nn3)S(=O)(=O)C2)CC1` (stereo not given) gave CHRM5 PAM 4, M4 antag 3, CHRM4 PAM 4, M5 ag 1, M4 ag 1 and CHRM5 antagonist 4.
`O=C(C1CC1)N1N=C(c2cccc(Br)c2)CC1(O)C(F)(F)F` (stereo not given) gave IDE inh 3, CHRM5 PAM -9, M4 antag -7, CHRM4 PAM -11, M5 ag -11, CRFR2-BP antag -8, CRFR2-BP ag -3.2, M4 ag -2 and CHRM5 antagonist 6.
